From PubChem BioAssay
KKLEB tox – CF airway cell cytotoxicity counter-screen. KKLEB CF airway cells viability, ATPlite luminescence, overnight; active compounds read low; cells stimulated with P. aeruginosa culture filtrate. AID 602141. activity change (cytotoxicity), % at 5 µM. 0.36% of 360,000 active;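 active means corrected activity change at or below -50% at 5 µM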
Shn3 inh set2 – Schnurri-3 reporter inhibition in Clone20 osteoblasts; AID 588674; Clone20 osteoblast Shn3 3'UTR firefly luciferase, 24 h; inhibition, % at 12.5 µM; 0.52% of 360,000 active;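 active means mean inhibition of at least 75% with every replicate also reaching 75%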;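 further: 0% = median of neutral control wells and 100% = pilot-screen positive control compound; some compounds past the cut are filed as inactive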
HIF-2a inh – blocks HIF-2a reporter activity; inhibition, % at 18.8 µM; 786-0 RCC cells HIF-2a reporter, luciferase luminescence, overnight; AID 624352; 0.72% of 360,000 active;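 active means inhibition of the luminescence signal of 40% or more relative to plate controls, in a single-dose primary screen at 18.75 µM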
CF NFkB inh – blocks PAF-induced NF-kB reporter in cystic fibrosis cells; KKLEB NF-kB-GFP reporter, GFP fluorescence overnight; inhibition, % at 5 µM; 0.86% of 360,000 active; AID 588850;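 active means at least 50% inhibition at 5 µM, scaled per plate between neutral and stimulator controls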;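 further: PAF is a Pseudomonas aeruginosa culture filtrate used as stimulus; plate controls were PAF-stimulated DMSO wells for no effect and unstimulated DMSO wells for full effect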
NR2E3 ag-1 – agonists of human nuclear receptor NR2E3; Q9Y5X4; GST-NR2E3/biotin-RetCOR TR-FRET, 1536-well; inhibition of corepressor binding, % at 4.78 µM; 0.12% of 320,000 active; AID 2300;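 active means percent inhibition above the cutoff of mean plus 3 SD of all tested compounds, set per screening campaign, cut at about 20% in these data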;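 further: 0% = DMSO wells and 100% = biotin wells as full block of FRET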
Target sequence (Q9Y5X4 whole entry, looked up): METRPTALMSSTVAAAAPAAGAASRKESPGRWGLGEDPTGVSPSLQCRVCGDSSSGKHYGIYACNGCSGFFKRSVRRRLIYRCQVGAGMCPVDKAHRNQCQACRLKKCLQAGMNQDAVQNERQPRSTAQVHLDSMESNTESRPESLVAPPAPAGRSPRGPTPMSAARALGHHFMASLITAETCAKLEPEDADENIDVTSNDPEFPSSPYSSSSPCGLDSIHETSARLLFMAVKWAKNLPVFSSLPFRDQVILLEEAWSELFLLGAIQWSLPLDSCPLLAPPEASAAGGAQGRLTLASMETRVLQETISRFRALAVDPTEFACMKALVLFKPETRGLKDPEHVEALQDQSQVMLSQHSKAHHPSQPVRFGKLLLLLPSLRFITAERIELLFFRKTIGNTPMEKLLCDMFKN
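Test system – NR2E3–RetCOR corepressor complex · Quantity – NR2E3 fusion 1.35 nM · Buffer or medium – Tris pH 7.5 · Incubation – Compound–protein incubation for 5 h at 4 °C · Technique – TR-FRET, Eu(K)-anti-GST donor, streptavidin-D2 acceptor, ex 340, em 617/671 nm · Evaluation – percent inhibition of 671/617 nm emission ratio versus biotin and DMSO controls · Plate – 1536-well format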
TWEAK Fn14 block – blocks TWEAK-Fn14 interaction in a reporter cell assay; 2% of 360,000 active; AID 1159606; inhibition, % at 10 µM; TWEAK-stimulated Fn14 reporter cells, luciferase luminescence, 8 h; in the data active means inhibition above about 50%
TRAIL sens C8 – caspase-8 TRAIL sensitization; NB7+C8 cells + TRAIL, ATPlite viability luminescence; inhibition (viability loss, TRAIL sensitization), % at 10 µM; 1% of 360,000 active;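 active means compounds causing at least 50% loss of cell viability in the single-dose screen, relative to plate controls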
Peg3 prom inh – inhibitors of Peg3 promoter. HeLa PEG-Prom luciferase reporter, luminescence, overnight. inhibition, % at 20 µM. 1.7% of 360,000 active;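 active means inhibition of at least 50% at 20 µM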
TROY signal inh – TROY signaling inhibition; Q293 LMP1-TROYcd NF-kB luciferase reporter, 4 h; inhibition, % at 10 µM; 0.98% of 360,000 active; AID 1347056;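 active means compounds whose plate-normalised and pattern-corrected inhibition of the luciferase reporter signal at the single screening dose is 50% or more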
TRPM1 prom inh – MITF TRPM1 promoter inhibition in SK-MEL-5 cells; inhibition, % at 12.5 µM; 0.83% of 330,000 active; SK-MEL-5 TRPM1 promoter luciferase, 24 h;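 active means mean inhibition across replicates of 60% or more, whatever share of single replicates reaches that level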; further: values of inactives mirror those of a sister screen read the other way
NR2E3 ag-2 – activates human NR2E3 receptor. CHO-S Gal4-NCOR/VP16-NR2E3 two-hybrid, luciferase. Q9Y5X4. AID 602229. inhibition of corepressor binding, % at 3.98 µM. 0.35% of 360,000 active;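 active means inhibition above the mean of all tested compounds plus 3 SD, cut at about 70% in these data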;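 further: 0% = DMSO with NR2E3 transfected cells and 100% = cells lacking NR2E3 construct; higher means lower luciferase signal from less NR2E3 corepressor binding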
An asterisk follows results filed as active; . = no result given. A portion of the library (hit frequency here may not be typical).

Compound	KKLEB tox	Shn3 inh set2	HIF-2a inh	CF NFkB inh	NR2E3 ag-1	TWEAK Fn14 block	TRAIL sens C8	Peg3 prom inh	TROY signal inh	TRPM1 prom inh	NR2E3 ag-2
Cc1csc(NC(=O)CSc2ncnc3ccccc23)n1	2.5	-2.2	3.8	15.1	-0.7	20.5	-6.3	10.8	18.0	-12.2	4.6
C/C(CC(=O)N(C(C)C)C(C)C)=N\NC(=O)COc1ccc(Cl)cc1Cl	-7.4	-12.3	14.3	-1.1	-0.8	-13.9	-2.1	1.0	13.9	-8.8	-17.0
CCCN(CC(=O)Nc1ccc(C(C)=O)cc1)CC(=O)Nc1ccccc1C	-2.7	-13.2	10.5	-4.5	-1.5	-19.2	-8.3	15.5	-6.0	-4.2	12.6
O=C(CSc1nc2[nH]ncc2c(=O)[nH]1)Nc1ccc(OC(F)(F)F)cc1	2.3	-26.7	8.0	-10.8	3.7	7.7	-0.5	-9.1	-13.3	-1.1	24.5
CC1CCN(C(=O)CCCC(=O)N2CCC(C)CC2)CC1	21.8	2.8	2.9	-28.8	1.7	8.8	4.8	11.1	5.2	-5.1	-14.0
COc1ccc(CCn2c(C)cc3c(c2=O)C(c2ccc4c(c2)OCO4)C(C#N)=C(N)O3)cc1OC (configuration not stated)	-11.7	20.3	31.0	24.9	1.8	-0.2	11.6	2.3	12.1	-18.4	-30.7
Cc1ccc(S(=O)(=O)N2CCN(C(=O)c3cc(S(=O)(=O)N4CCOCC4)ccc3Cl)CC2)c(C)c1	9.8	34.6	10.4	3.7	.	10.7	15.7	17.9	13.5	.	15.0
CC(=O)c1ccc(NC(=S)NCc2ccc(Cl)cc2Cl)cc1	10.3	4.9	5.0	-10.6	2.6	2.6	0.3	14.4	56.7*	9.1	-9.5
COc1ccc(C(Nc2ccc(S(=O)(=O)NCC3CCCO3)cc2)C(=O)NC(C)(C)C)cc1OC (configuration not stated)	-13.3	-4.1	11.9	2.9	-1.4	4.1	1.6	-3.0	14.0	5.7	33.1
Cn1nc(-c2ccccc2)c(CSc2ccccc2Cl)c1Cl	-6.2	-28.9	4.7	-28.9	-2.2	-58.1	19.5	11.7	44.5	11.8	-90.5
CN(C)C(=O)CSc1nnc(Cc2ccccc2)n1Cc1ccco1	1.9	7.1	0.2	3.6	-1.3	-21.7	-27.3	-6.2	4.6	-1.7	-3.4
Cn1c(=O)c2sccc2n(Cc2cccc(Br)c2)c1=O	-17.0	34.3	10.3	15.2	-0.5	13.4	2.9	-234.9	2.7	3.7	21.4
Cc1ccc(N/N=C2/CCCNC2=O)cc1	6.0	38.4	-27.2	-4.8	-0.6	-10.6	-13.6	-30.3	-4.6	-33.5	11.7
COc1cc(/C=C(/NC(=O)c2ccc(Cl)cc2Cl)C(=O)O)cc(OC)c1OC	7.1	13.2	12.9	-11.2	-0.5	15.3	-14.6	-3.1	18.8	8.2	-4.2
COc1ccccc1C1CCN(C(=O)c2ccc(Cl)cc2)CC1	24.2	6.5	17.9	3.7	5.4	8.9	13.6	8.0	-0.5	-11.3	-28.3
Cn1nnnc1SCC(=O)Nc1ccc2c(c1)OCO2	4.3	5.3	-110.9	1.3	-4.3	-4.1	-3.5	-62.1	-19.1	-22.2	-45.8
C=C(C)CNC(=O)CCc1nnc(C2(c3ccc(Cl)cc3)CCC2)o1	5.0	-55.4	-128.4	-12.3	-0.3	-2.3	7.2	-122.0	-26.9	-41.9	-40.4
O=C(O)C1CSC(c2ccccc2)N1C(=O)c1ccco1 (configuration not stated)	2.4	-9.0	17.1	-4.2	4.2	-2.7	0.4	0.4	-2.4	2.3	12.3
CC(NC(=O)c1ccc2nc(Cc3cccc(Cl)c3)oc2c1)c1ccncn1 (configuration not stated)	5.9	9.6	3.6	-23.0	.	12.1	9.4	-17.0	-1.4	.	19.1
CN1CCN(c2ccc3sc(-n4ccc5ccccc54)nc3c2)CC1	-48.8	-3.1	-24.6	6.3	.	65.0*	67.8*	8.8	79.7*	.	-27.2
CCOc1ccc(CNC(=O)NS(=O)(=O)c2ccc(OC)cc2)cc1	0.1	-6.6	15.2	4.5	1.7	12.9	-19.8	18.1	21.4	6.4	8.6
CCN(CC)c1cc(C)c2cc(NC(=O)CNC(C)=O)ccc2n1	-0.2	-21.6	-7.1	2.6	-0.8	-26.6	-13.9	-1.9	14.1	-4.5	-35.3
CCCNC(=O)c1ccccc1NC(=O)CN(c1ccccc1)S(=O)(=O)N(C)C	9.7	-6.6	5.1	-11.8	3.6	5.1	-14.2	23.0	14.2	7.3	1.5
O=C1C=C(NCc2ccncc2)CC(c2ccccc2)C1 (configuration not stated)	-5.2	-1.1	20.0	0.5	-2.1	-1.6	-5.0	-6.6	-9.7	7.2	-11.1
Cc1ccc(OCc2nnc(SCc3nc4ccccc4[nH]3)n2Cc2ccco2)cc1	0.8	76.8	-46.5	4.7	-4.5	-6.4	13.8	-25.3	-32.1	12.5	49.0
COc1cc([N+](=O)[O-])c(OC)cc1SCc1n[nH]c(=S)n1-c1ccc(C)cc1	-1.7	2.2	4.1	-9.6	-4.2	6.6	2.0	15.0	19.7	2.6	-14.0
CN(NC(=O)c1ccc(Cl)cc1)c1cccc(Cl)n1	7.4	-5.0	-14.6	-0.3	1.5	-23.0	-12.1	-8.5	-20.5	4.9	-27.7
Cc1nnc(N/N=C/c2cccc(C(F)(F)F)c2)n1N	2.2	-23.7	0.6	4.9	-1.3	-6.2	1.7	-0.3	45.8	11.6	-8.1
CCOc1ccc(S(=O)(=O)N2CCCC2)c2ccccc12	-3.4	3.8	-10.0	-10.6	.	-1.2	-8.8	12.7	-20.7	.	-22.9
CC(=O)OCCCNc1cc(Sc2ccc(C)cc2)c2nonc2c1[N+](=O)[O-]	4.2	95.1*	12.1	30.1	3.7	80.3*	21.3	29.6	63.6*	37.6	-26.4
CC(=O)[C@@H]1[C@@H]2C(=O)N(Cc3ccccc3)C(=O)[C@@H]2C2c3ccccc3C=CN21 (some centres not stated)	8.6	-2.1	-11.2	-13.7	-0.7	-1.8	-9.3	6.7	-2.2	9.4	-3.3
O=C(c1cnn2ccccc12)N1CCN(C2CCCCC2)CC1	-10.8	-12.7	-34.2	2.8	2.5	-8.4	1.6	-33.2	-13.4	1.4	-26.1
COc1cc(C(C(=O)NCC2CCCO2)N(C(=O)Cn2nnc3ccccc32)c2ccc(OC)c(OC)c2)ccc1O (configuration not stated)	-10.7	15.7	11.3	8.5	1.3	10.6	6.2	14.4	-9.7	-0.9	-21.7
Cc1ccc(C(C(=O)NC2CCCC2)N(Cc2cccs2)C(=O)CNC(=O)c2cccs2)o1 (configuration not stated)	1.1	3.1	11.7	8.9	0.7	14.7	11.4	9.2	-4.8	-6.5	-11.1
Cn1c(SCC(=O)c2ccc3c(c2)OCCO3)nnc1C(F)(F)F	-14.5	-6.6	-14.8	1.5	-0.7	-1.0	-5.2	-9.0	7.5	-9.5	-2.1
O=C(O)c1cc(-c2ccc(N3CCOCC3)cc2)nn1-c1ccc(F)cc1	6.7	13.4	17.6	1.0	5.4	10.9	3.1	9.8	14.0	-1.4	5.8
Cn1c(N)c(C(=O)COC(=O)C2CCCN2C(=O)c2cccs2)c(=O)n(C)c1=O (configuration not stated)	-0.7	11.3	12.9	5.5	-2.9	-21.5	2.3	6.9	-1.2	0.9	-4.5
Cn1cc(CN2CCC(C(=O)NC(c3ccc(F)cc3)c3ccc4ccccc4n3)CC2)c2ccccc21 (configuration not stated)	-0.2	45.0	91.6*	6.6	.	-18.7	40.6	101.0*	8.4	.	14.3
O=C(CSc1ncn[nH]1)N/N=C/c1ccc(Br)cc1	10.1	-5.0	-23.7	1.9	-0.2	-13.6	4.4	-49.2	-27.4	-2.8	-23.6
O=C(NCCOc1ccc(F)cc1)C1CCC(=O)N(CCc2ccccn2)C1 (configuration not stated)	29.1	-3.8	10.3	-54.4	2.2	2.8	-7.7	-7.7	11.9	3.9	-6.4
CCc1ccc2c(COC(=O)C3CSC4(C)CCC(=O)N34)cc(=O)oc2c1 (configuration not stated)	9.7	6.3	-11.9	-14.4	-3.8	-14.7	-6.2	-3.4	-22.5	.	13.8
CCOC(=O)NC(Nc1cc(C)on1)(C(F)(F)F)C(F)(F)F	-5.4	-1.4	8.8	-0.4	2.1	-5.3	15.9	3.1	4.4	-0.2	-21.9
COc1ccc(CCN(Cc2cc3cc(C)c(C)cc3nc2Cl)C(=O)C2CC2)cc1	1.6	-7.1	-2.0	-4.4	2.6	7.3	-0.1	18.4	-1.3	-1.1	-3.2
COC(=O)Nc1cc([N+](=O)[O-])ccc1OC	7.7	8.5	-21.6	6.8	-1.1	1.1	1.3	-28.0	-27.4	0.8	8.6
CCn1c(C)c(C(C)=O)c(NCc2ccccc2)nc1=S	-3.9	7.6	-11.9	-14.7	0.6	-2.7	-17.6	5.4	-12.0	19.3	29.3
CC(C)N1CCN(S(=O)(=O)c2ccccc2)c2ccccc21	-15.6	5.0	-87.7	15.0	.	4.5	8.2	-44.6	-41.8	-10.4	-29.8
Cc1ccc(OCCCC(=O)NNC(=O)c2ccccn2)cc1	7.0	53.4	18.1	-40.7	.	4.6	7.6	45.5	6.5	3.8	12.9
CCc1ccc(S(=O)(=O)c2nnn3c2nc(NCCNC(C)=O)c2ccccc23)cc1	-16.0	26.5	5.6	3.1	-2.1	-2.4	-4.8	4.7	6.9	11.0	9.6
O=C(NCc1n[nH]c(=S)n1-c1ccc(Br)cc1)c1ccc(S(=O)(=O)N2CCOCC2)cc1	6.0	1.8	20.1	7.9	3.0	5.3	-8.2	11.6	-1.4	9.7	-14.1
CCc1ccc(-c2cc(C(=O)NN3CCN(C)CC3)c3ccccc3n2)cc1	-13.2	-53.5	-128.8	3.0	-1.4	-4.4	58.3*	-148.3	-65.5	-31.4	-43.6
O=C(O)CCC(=O)N1N=C(c2c(-c3ccccc3)c3cc(Cl)ccc3[nH]c2=O)CC1c1ccco1 (configuration not stated)	14.1	-10.0	7.4	3.6	3.5	14.3	0.8	6.0	-14.3	-0.5	6.6
Cc1cccc2c1NC(=O)C2=Nc1ccc(Cl)cc1	6.9	-34.9	9.4	15.3	1.4	1.5	9.0	5.7	27.5	4.1	-12.5
FC(F)(F)c1cc(-c2ccccc2)nc(N2CCOCC2)n1	-3.2	-6.3	-1.3	23.3	1.3	16.5	1.5	-0.1	-16.7	-10.7	-19.1
COc1ccc(NC(=O)CCOc2ccccc2)c(OC)c1	2.5	-11.9	-70.4	-2.5	-1.3	-6.8	9.8	-49.0	-14.2	-15.4	-2.6
